Compound activity deposited in PubChem by National Center for Advancing Translational Sciences (NCATS).
Pol beta inh – DNA polymerase beta (human) inhibition | P06746 | Pol beta primer extension/strand displacement, fluorescence kinetic | Potency, µM (series often up to 114 µM), without a hit: at the top dose activity change, negative = inhibition, usual class: inhibitors | 340,000 tested, 1.3% active | AID 485314; note: % is set by controls: 0 for no effect and ±100 for the full control effect
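Pol beta (10 nM) was preincubated with compound for 15 min at room temperature. The reaction was then started with 50 nM substrate and read immediately and after a further 10 min at room temperature.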
APE1 inh – APE1 (human) endonuclease inhibition. recombinant APE1, TAMRA/BHQ-2 abasic DNA cleavage fluorescence. Potency, µM (titrated, usually from 65.8 µM), without a hit: top-dose activity change, negative = inhibition, actives largely listed as inhibitors. 350,000 tested, 0.35% active;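 note: plate controls were vehicle for no effect and reference inhibitor for full effect; nearly all actives have a fitted effect of over 55% in size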
Target sequence (P27695 whole entry, looked up): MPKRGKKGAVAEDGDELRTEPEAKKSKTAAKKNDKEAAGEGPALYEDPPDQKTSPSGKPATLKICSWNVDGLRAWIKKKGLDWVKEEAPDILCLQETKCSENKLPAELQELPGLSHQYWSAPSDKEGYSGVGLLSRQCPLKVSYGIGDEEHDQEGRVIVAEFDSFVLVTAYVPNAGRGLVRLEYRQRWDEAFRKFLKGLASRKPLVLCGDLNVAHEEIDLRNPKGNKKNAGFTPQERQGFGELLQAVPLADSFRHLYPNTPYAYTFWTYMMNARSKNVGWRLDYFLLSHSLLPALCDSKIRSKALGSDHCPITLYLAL
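Kinetic fluorescence read (525 ex/598 em nm, three reads 60 s apart) of AP-site incision; signal = third minus first read. Enzyme 0.75 nM, dual-labelled THF duplex 50 nM, compound preincubation 15 min RT.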
Pol kappa inh – DNA polymerase kappa (human) inhibition | 400,000 tested, 0.53% active | Potency, µM (top dose mostly 107 µM), for inactives: top-dose activity, negative = inhibition, actives largely listed as inhibitors | Q9UBT6 | purified Pol kappa, fluorescent DNA synthesis assay, 10 min; note: % is set by controls: 0 for no effect and ±100 for the full control effect
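Activity was followed as the change in fluorescence between reads at 0 and 10 min after starting the reaction with 50 nM substrate. Beforehand, 10 nM polymerase had been preincubated with compound for 15 min at room temperature.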
POLI inh – DNA polymerase iota (human) inhibition | Q9UNA4 | 390,000 tested, 1% active | Potency, µM (doses to about 115 µM), without a hit: top-dose activity, negative = inhibition, hits mostly inhibitors | Pol iota fluorescent replication assay, 10 min
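Pol iota at 10 nM preincubated 15 min with compounds at room temperature; reaction started with fluorescent substrate, 50 nM final. Fluorescence read kinetically at 0 and 10 min; buffer-only wells as negative control.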
BLM inh – inhibitors of human Bloom syndrome helicase BLM; P54132; Potency, µM (top dose mostly 56.1 µM), without a hit: at the top dose activity change, negative = inhibition, actives largely listed as inhibitors; AID 2528; recombinant BLM DNA unwinding, fluorescence dequenching; 350,000 tested, 0.2% active;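 note: plate controls were vehicle for no effect and no enzyme for full effect; nearly all actives have a fitted effect of over 35% in size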
BAZ2B block – blocks human BAZ2B; Potency, µM (doses to about 114 µM), for the others: at the highest dose activity change, negative = inhibition, most hits filed as inhibitors; AlphaScreen BAZ2B-H3K14Ac peptide displacement; 360,000 tested, 4.4% active; Q9UIF8; note: % is set by controls: 0 for no effect and ±100 for the full control effect; nearly all actives have a fitted effect of over 60% in size
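AlphaScreen displacement of biotin-H3(5-23)K14Ac peptide (50 nM final) from BAZ2B (50 nM final) in PBS pH 7.4, 0.01% Tween-20; complex preformed 30 min RT, then compounds (top 110 uM) 30 min RT, beads 20 min dark.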
POLH inh – DNA polymerase eta (human) inhibition. Q9Y253. recombinant Pol eta, fluorescent DNA replication assay. Potency, µM (highest dose often 114 µM), for the others: at the top dose activity change, negative = inhibition, actives largely listed as inhibitors. 390,000 tested, 1.2% active; note: % is set by controls: 0 for no effect and ±100 for the full control effect
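Fluorescent replication assay: 50 nM final substrate added after a 15 min room-temperature compound preincubation with 10 nM enzyme. Signal taken at 0 min and again at 10 min.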
JMJD2A Tudor inh – JMJD2A Tudor domain (human) inhibition; Potency, µM (top dose mostly 114 µM), for inactives: top-dose activity change, negative = inhibition, hits mostly inhibitors; AID 504339; 390,000 tested, 4.4% active; O75164; AlphaScreen JMJD2A-Tudor / H3K4me3 peptide binding; note: % is set by controls: 0 for no effect and ±100 for the full control effect; nearly all actives have a fitted effect of over 50% in size
G9a block – inhibitors of human histone lysine methyltransferase G9a. 350,000 tested, 8.8% active. G9a H3K9 monomethylation, AlphaScreen, 2 h. AID 504332. Q96KQ7. Potency, µM (top dose mostly 102 µM), for inactives: at the highest dose activity, negative = inhibition, actives largely listed as inhibitors; note: % is set by controls: 0 for no effect and ±100 for the full control effect; nearly all actives have a fitted effect of over 75% in size
Target sequence (Q96KQ7 913-1193 limits assumed): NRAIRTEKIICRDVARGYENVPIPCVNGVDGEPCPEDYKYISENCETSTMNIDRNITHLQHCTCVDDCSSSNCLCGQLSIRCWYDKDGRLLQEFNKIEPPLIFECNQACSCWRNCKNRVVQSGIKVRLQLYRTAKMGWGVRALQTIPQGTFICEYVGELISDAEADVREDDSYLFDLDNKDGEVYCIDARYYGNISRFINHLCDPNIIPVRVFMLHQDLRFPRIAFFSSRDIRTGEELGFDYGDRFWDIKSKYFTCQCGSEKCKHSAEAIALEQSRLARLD
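G9a (20 nM) was preincubated 15 min with compound, then reacted 2 h at room temperature with 500 nM biotin-H3K9 peptide and 20 µM SAM. Monomethyl-H3K9 detected by AlphaScreen using anti-H3K9me1 antibody.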
* marks the source's active call; other numbers are inactive results; ? = inconclusive; . = not tested or not shown; [ ] = remark or other dose. Calls come from the whole dose curve; as a rule, active = well fitted curve in the direction sought with a large enough effect; inconclusive = small, poorly fitted or top-dose-only effect, or another doubt; inactive = no such curve, though single readings can be large; an effect the other way counts as inactive or inconclusive. Potency is the fitted concentration of half-maximal effect. Some of the compounds tested; count on the stated rates, not on these rows.

Pol beta inh	APE1 inh	Pol kappa inh	POLI inh	BLM inh	BAZ2B block	POLH inh	JMJD2A Tudor inh	G9a block	Molecule
4%	-22%	-9%[60.1 µM]	4%	-4%	8%	-11%	17%	31%	CCOC(CNc1ncnc2sc(-c3ccccc3)cc12)OCC
6.3µM*	.	?	?	-5%	.	?	-26%	4%[59 µM]	COc1ccc(N2Cc3cccc(C(=O)Nc4ccc(F)cc4)c3C2=O)cc1
1.1µM*	2µM*	4µM*	1.3µM*	?	13µM*	1.1µM*	8.9µM*	.	O=C(NN1C(=O)/C(=C/C=C/c2ccco2)SC1=S)c1ccccc1O
6%	0%	-3%	-11%	3%	10%	-10%	-10%	0%[59 µM]	CCCCC(Nc1ncnc2ccccc12)C(=O)O (stereo unspecified)
1%	11%	-19%	12%	2%	3%	5%	-30%	8%[12.7 µM]	COc1cccc(-c2nnc(SCc3ccccn3)n2C)c1
51%	-8%	-3%	61%[activator]	-1%	2%	-22%	-15%	.	OCc1nc2ccccc2n1Cc1ccc(Cl)cc1
?	15%	-11%	9%	-1%	-5%	-4%	-17%	20%	CC1CCN(S(=O)(=O)c2ccc3[nH]c(=O)[nH]c3c2)CC1
28%	9%	-3%	60%[activator]	-5%	?	-4%	?	3.5µM*	CCN(CC)c1ccc(NC(=O)OC)cc1
-1%	-6%	-13%	7%	-2%	1%	0%	1%	11%	CC(C(=O)Nc1ccc(C#N)cc1)N(C)CC(=O)Nc1cccc(F)c1 (stereo unspecified)
0%	-3%	-24%	-18%	-1%	-2%	-2%	-13%	18%	C[C@H]1CN=C(Nc2ccccc2)N1CC1CCCCCC1
26%	34%	2%	33%[activator]	5%	?	-6%	-20%	-5%	COc1ccc(-c2cc(=O)oc3cc(OC(C)C(=O)NCCCn4ccnc4)ccc23)cc1 (stereo unspecified)
9%	.	-1%[60.1 µM]	12%	-8%	18µM*	-18%	14µM*	2.2µM*	O=C(Nc1cccc(Cl)c1)N1CC2CCCN2c2ccccc21 (stereo unspecified)
.	12%	11%	16%	.	6%	-20%	-21%	20%[12.7 µM]	COc1ccc(Cl)cc1NS(=O)(=O)c1cccc(C(=O)NCC(C)(C)N2CCOCC2)c1
18%	-5%	-6%	20%	-10%	-1%	-17%	6%	?	COc1ccc(C(=O)O)cc1F
18%	.	1%	-2%	-10%	2%	-7%	-9%	-8%[59 µM]	Cc1cccn2c(=O)c(C(=O)NCc3ccccc3Cl)c(O)nc12
-4%	-2%	-3%	3%	0%	20%	-12%	-4%	1%	COC(=O)c1ccc(CN2C(=O)NC3(CCC(C)CC3)C2=O)o1 (stereo unspecified)
-1%	-4%[12.4 µM]	.	.	-8%[12.4 µM]	-12%	.	.	23%[59 µM]	CC1(OC(=O)C2CCCC2)C(=O)C=C2C=C(c3ccsc3)N(CCN3CCOCC3)C=C2C1=O (stereo unspecified)
-1%	3%	-3%	112%[activator]	-5%	-17%	-10%	-5%[57.1 µM]	-13%[59 µM]	S=C(Nc1ccc(Nc2ccccc2)cc1)N1CCN(c2ncccn2)CC1
-9%	.	-13%	18%	-1%	-12%	-24%	-2%	-24%[59 µM]	COCCCNC(=O)CS(=O)Cc1nc(-c2cccc(C)c2)oc1C (stereo unspecified)
-3%	9%	-9%	-1%	-4%	-33%	-1%	-36%	-10%	CCOc1ccc(C2=C(C=Nc3c(C)n(C)n(-c4ccccc4)c3=O)C(c3ccc(F)cc3)c3ccccc3O2)cc1 (stereo unspecified)
.	3%	-1%	12%	.	.	6%	1%	.	Cc1cccc(C)c1NC(=O)CSc1ncnc2[nH]ncc12
58%	14%	-6%[60.1 µM]	16%	-11%	-7%	-1%	-11%	.	Cc1cccc[n+]1CC(=O)Nc1cccc([N+](=O)[O-])c1
11%	-1%	-9%	15%	0%	2%	-2%	-13%	30%	Cc1nnc(NCCc2ccccc2)[nH]c1=O
-7%	1%	11%	7%	0%	3%	-16%	-3%	44%[12.7 µM]	CCOc1c2ccc(C(=O)NCCc3ccc(C)cc3)cc2nn1CC
6%	?	-17%	?	-6%	?	-10%	?	-13%[59 µM]	Cc1ccc2nc(-c3ccncc3)cc(C(=O)NCCc3ccc(F)cc3)c2c1
-2%	0%	-11%	18%	-3%	-14%	-9%	-14%[11.4 µM]	-2%	O=C(c1ccccc1)c1ccc2nc(Nc3ccccc3)c3nncn3c2c1
.	35%	0%	-3%	.	-12%	-6%	-5%	?	COc1ccccc1CNC(=O)COC(=O)c1ccc(N2CCCC2=O)cc1
35%	31%[activator]	-10%	25%	-5%	7%	-13%	15%	1%	COc1ccccc1C1N=C(c2ccccc2C)NO1 (stereo unspecified)
14%	77%[activator]	6%	57%[activator]	2%	14%	-12%	-2%	41%	O=C(C1CCCN(S(=O)(=O)c2ccc(F)cc2)C1)N1CCCCC1 (stereo unspecified)
.	-10%	-8%	24%	.	-7%	-7%	-12%	6%	Cc1ccc(C(=O)NCC(=O)NCC(c2cccs2)N2CCOCC2)cc1C (stereo unspecified)
55%	1%	-6%	8%	-5%	-15%	8%	-10%	.	COc1ccc(NC(=O)NCCCCc2ccccc2)cc1OC
.	0%	-5%	5%	.	11%	-12%	-11%	5%[12.7 µM]	CCN(CC(=O)Nc1cc(Cl)ccc1C)C(=O)CCOc1ccc(C)cc1
-22%	17%	2%	-11%	-12%	40µM*	-20%	45µM*	50µM*	Cc1cccc(Nc2cc(C)c3c(O)cccc3n2)c1C
28%	53%[activator]	1%	10%	0%	?	-15%	-10%	-16%	O=C(CCCN1C(=O)c2cccnc2Oc2ccc(Cl)cc21)N1CCCCC1
14%	.	1%	39%[activator]	-5%	2%	-25%	-3%	0%[59 µM]	Cc1ccc(NC(=O)c2cnc3cc(C)ccn3c2=O)c(C)c1
.	32%	-4%	-18%	.	-22%	?	-25%	?	NC(=O)c1c(NC(=O)c2ccc(N3C(=O)CCC3=O)cc2)sc2c1CCCC2
?	-3%	-4%	2%	0%	3%	1%	-1%	19%	CCN=C(Nc1ccc2c(c1)OCO2)SC1CC(=O)N(c2ccccc2F)C1=O (stereo unspecified)
2%	36%	1%	43%[activator]	-1%	4%	-10%	-15%	10%	CCCc1n[nH]c(=O)c2c1nnn2Cc1ccccc1F
.	12%	-4%	43%[activator]	.	-6%	-15%	-25%	56µM*	Cc1ccc(S(=O)(=O)N2CCOCC2)cc1NC(=O)c1cc([N+](=O)[O-])ccc1N1CCOCC1
18%	0%	-14%	-6%	-11%	?	-13%	?	17%	Cc1ccccc1C1C(C#N)=C2N=C(N)c3c(sc4c3CCCCC4)N2C2=C1C(=O)CC(C)(C)C2 (stereo unspecified)

Retrieved by compound from the entries so far (5):
Pol beta inh	APE1 inh	Pol kappa inh	POLI inh	BLM inh	BAZ2B block	POLH inh	JMJD2A Tudor inh	G9a block	Molecule
28%	53%[activator]	1%	10%	0%	?	-15%	-10%	-16%	O=C(CCCN1C(=O)c2cccnc2Oc2ccc(Cl)cc21)N1CCCCC1
.	32%	-4%	-18%	.	-22%	?	-25%	?	NC(=O)c1c(NC(=O)c2ccc(N3C(=O)CCC3=O)cc2)sc2c1CCCC2
-22%	17%	2%	-11%	-12%	40µM*	-20%	45µM*	50µM*	Cc1cccc(Nc2cc(C)c3c(O)cccc3n2)c1C
.	12%	-4%	43%[activator]	.	-6%	-15%	-25%	56µM*	Cc1ccc(S(=O)(=O)N2CCOCC2)cc1NC(=O)c1cc([N+](=O)[O-])ccc1N1CCOCC1
?	-3%	-4%	2%	0%	3%	1%	-1%	19%	CCN=C(Nc1ccc2c(c1)OCO2)SC1CC(=O)N(c2ccccc2F)C1=O (stereo unspecified)

(listing goes on)
Pol beta inh	APE1 inh	Pol kappa inh	POLI inh	BLM inh	BAZ2B block	POLH inh	JMJD2A Tudor inh	G9a block	Molecule
.	10%	8%	8%	.	17%	-9%	28%	7%[0.501 µM]	O=C1C=C(c2cccc(Cl)c2)C[C@@H](c2ccc(F)cc2)C1
19%	11%	-10%	4%	-14%	11%	-17%	-36%	10µM*	Cc1ccc(C(=O)C2=C(O)C(=O)N(c3ncccn3)C2c2ccc(Cl)cc2)o1 (stereo unspecified)
6%	6%	8%	8%	-4%	-12%	-3%	9%	-7%	CCCCNc1cc(F)nc(N)n1
-3%	6%	-7%	-17%	0%	-8%	0%	-1%	29%	Cc1cc(C(=O)NCc2ccc(Cl)cc2)n(-c2ccccc2)n1
12%	-6%	-5%	5%	-10%	17%	-16%	-10%[11.4 µM]	6%[59 µM]	COc1ccc(C)cc1S(=O)(=O)Nc1cccc(Cl)c1Cl
24%	14%	-22%	19%	-1%	8%	-5%	-4%	-7%	CC(=O)N(c1ccc(N(C(C)=O)S(=O)(=O)c2ccccc2)cc1)S(=O)(=O)c1ccccc1
-16%	?	-25%	?	-8%	50µM*	-2%	?	?	Cc1cc(C(=O)COC(=O)CNC(=O)c2ccc(F)cc2)c(C)n1Cc1ccco1
15%	6%	7%	-6%	-2%	-10%	-2%	-14%	-10%[0.0925 µM]	O=c1[nH]n(-c2ccc(F)cc2)c2ncccc12
86%	20%	6%	35%[activator]	-2%	7%	-9%	-9%	37%	CCc1cc(C(=O)Nc2ncccc2O)sc1C
.	-14%	-2%	50%[activator]	.	.	-22%	?	.	NC(=O)C1CCN(c2oc(-c3cccs3)nc2S(=O)(=O)c2ccc(Br)cc2)CC1

Single records (already shown). Order of screens: Pol beta inh, APE1 inh, Pol kappa inh, POLI inh, BLM inh, BAZ2B block, POLH inh, JMJD2A Tudor inh, G9a block
`COc1ccc(NC(=O)NCCCCc2ccccc2)cc1OC` is entered as 55%, 1%, -6%, 8%, -5%, -15%, 8%, -10%, .
`Cc1ccc(C(=O)NCC(=O)NCC(c2cccs2)N2CCOCC2)cc1C` (stereo unspecified) is entered as ., -10%, -8%, 24%, ., -7%, -7%, -12%, 6%

Other entries.
Pol beta inh	APE1 inh	Pol kappa inh	POLI inh	BLM inh	BAZ2B block	POLH inh	JMJD2A Tudor inh	G9a block	Molecule
-17%	2%	-18%	14%	2%	-3%	-3%	-22%	25%	CC1CCN(c2ccc(N3C(=O)C4CCCCC4C3=O)cc2[N+](=O)[O-])CC1 (stereo unspecified)
7%	23%	-5%	14%	0%	-8%	-3%	-1%	-15%	Cc1nc2ccc(Nc3ccncc3)cc2s1
18%	3%	-6%	3%	-3%	2%	4%	-6%	14%	Cc1cccc(NC(=O)CCCN2C(=O)C3CC=CCC3C2=O)c1 (stereo unspecified)
-3%	-2%	0%	-17%	-11%	-11%	-17%	-23%	?	Cc1nn(Cc2ccccc2)c(C)c1C(=O)OCC(=O)c1cc(C)n(CC(F)(F)F)c1C
